# Assay outcomes from PubChem.
# ARFGAP1 inh: rat ARFGAP1 inhibition; Q62848; Arfgap1-stimulated ARF1 GTP hydrolysis, GDP FP detection; inhibition, % at 16.5 µM; 0.26% of 360,000 active; AID 651572;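 active means inhibition above a per-plate limit, mean inhibition of low control wells plus 3 SD, cut at about 25% in these data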;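 further: 0% = DMSO wells with enzyme and 100% = wells lacking Arfgap1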
#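 Assay system: purified rat His6-Arfgap1 residues 1-136 (GAP domain); Reagent: human Δ17 ARF1 bound to GTP; Dosing: 16.5 µM single point, 1.26% DMSO; Times: GTP hydrolysis reaction 2 h at 25 °C; Signal: FP, GDP Alexa 633 tracer displaced from anti-GDP antibody, 620/688 nm; Measure: % inhibition from polarization.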
# TDP2 absorb: TDP2 (human) inhibition, absorbance primary screen; recombinant TDP2, T5PNP hydrolysis, p-nitrophenol absorbance 415 nm; inhibition, % at 12.8 µM; 0.34% of 370,000 active; AID 720702;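 active means inhibition above the mean of all tested compounds plus 3 SD, set per campaign, cut at about 25% in these data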;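 further: 0% = DMSO with enzyme and 100% = buffer with substrate but no TDP2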
#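 Test system: human TDP2 enzyme; Input: 120 nM TDP2 per well; Buffer or medium: Mg2+-containing Tris-HCl buffer, pH 7.5; Reagent: 5 mM T5PNP; Dosing: 12.8 µM single point, 1% DMSO; Incubation: reaction 2 h, 37 °C; Detection: p-Nitrophenol epi absorbance; Read-out: % inhibition relative to enzyme-containing and enzyme-free wells; Replicates: single well per compound.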
# Tn6 DDE FP: inhibitors of Tn6 peptide binding to human fibrin DD(E); inhibition, % at 8.3 µM; P02675; Fibrin DD(E) TRITC-Tn6 fluorescence polarization displacement; 0.21% of 370,000 active;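 active means inhibition above a per-campaign cutoff: mean of compounds within control limits plus 3 SD, cut at about 15% in these data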;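 further: 0% = median of all compound wells on the plate and 100% = blocking peptide control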
# LEDGF integ inh: blocks HIV-1 LEDGF/p75-dependent DNA integration. AID 743269. TR-FRET IN-LEDGF/p75 DNA integration, Eu/Cy5. 0.64% of 370,000 active. inhibition, % at 3.7 µM;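 active means inhibition above the screen-wide mean plus 3 SD, cut at about 13% in these data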;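 further: signal is the Cy5 over europium emission ratio at 671 and 618 nm; 0% = plate median of compound wells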
# ADAM17 inh: inhibitors of human ADAM17; P78536; recombinant ADAM17, EDANS/DABCYL FRET peptide cleavage; inhibition, % at 6.95 µM; 0.83% of 370,000 active; AID 720648;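 active means inhibition above the mean of compounds lying between control limits plus 3 SD, set per campaign, cut at about 8.5% in these data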;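 further: 0% = DMSO-only wells as the low control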
# ADAM10 inh: inhibitors of human ADAM10; 0.62% of 370,000 active; recombinant ADAM10, EDANS/DABCYL FRET peptide cleavage, 3 h; AID 720582; inhibition, % at 7 µM;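 active means inhibition above a per-campaign cutoff equal to the mean of compounds falling between control-based bounds plus 3 SD, cut at about 20% in these data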;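 further: 0% = DMSO wells while the 100% control is not disclosed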
# PLC-gamma1 inh: PLC-gamma1 (human) inhibition, primary screen; inhibition, % at 12.2 µM; 0.84% of 370,000 active; P19174; AID 720700; purified PLC-gamma1, fluorogenic substrate, fluorescence; in the data active means inhibition above about 9.5%
# Target sequence (P19174 whole entry, looked up): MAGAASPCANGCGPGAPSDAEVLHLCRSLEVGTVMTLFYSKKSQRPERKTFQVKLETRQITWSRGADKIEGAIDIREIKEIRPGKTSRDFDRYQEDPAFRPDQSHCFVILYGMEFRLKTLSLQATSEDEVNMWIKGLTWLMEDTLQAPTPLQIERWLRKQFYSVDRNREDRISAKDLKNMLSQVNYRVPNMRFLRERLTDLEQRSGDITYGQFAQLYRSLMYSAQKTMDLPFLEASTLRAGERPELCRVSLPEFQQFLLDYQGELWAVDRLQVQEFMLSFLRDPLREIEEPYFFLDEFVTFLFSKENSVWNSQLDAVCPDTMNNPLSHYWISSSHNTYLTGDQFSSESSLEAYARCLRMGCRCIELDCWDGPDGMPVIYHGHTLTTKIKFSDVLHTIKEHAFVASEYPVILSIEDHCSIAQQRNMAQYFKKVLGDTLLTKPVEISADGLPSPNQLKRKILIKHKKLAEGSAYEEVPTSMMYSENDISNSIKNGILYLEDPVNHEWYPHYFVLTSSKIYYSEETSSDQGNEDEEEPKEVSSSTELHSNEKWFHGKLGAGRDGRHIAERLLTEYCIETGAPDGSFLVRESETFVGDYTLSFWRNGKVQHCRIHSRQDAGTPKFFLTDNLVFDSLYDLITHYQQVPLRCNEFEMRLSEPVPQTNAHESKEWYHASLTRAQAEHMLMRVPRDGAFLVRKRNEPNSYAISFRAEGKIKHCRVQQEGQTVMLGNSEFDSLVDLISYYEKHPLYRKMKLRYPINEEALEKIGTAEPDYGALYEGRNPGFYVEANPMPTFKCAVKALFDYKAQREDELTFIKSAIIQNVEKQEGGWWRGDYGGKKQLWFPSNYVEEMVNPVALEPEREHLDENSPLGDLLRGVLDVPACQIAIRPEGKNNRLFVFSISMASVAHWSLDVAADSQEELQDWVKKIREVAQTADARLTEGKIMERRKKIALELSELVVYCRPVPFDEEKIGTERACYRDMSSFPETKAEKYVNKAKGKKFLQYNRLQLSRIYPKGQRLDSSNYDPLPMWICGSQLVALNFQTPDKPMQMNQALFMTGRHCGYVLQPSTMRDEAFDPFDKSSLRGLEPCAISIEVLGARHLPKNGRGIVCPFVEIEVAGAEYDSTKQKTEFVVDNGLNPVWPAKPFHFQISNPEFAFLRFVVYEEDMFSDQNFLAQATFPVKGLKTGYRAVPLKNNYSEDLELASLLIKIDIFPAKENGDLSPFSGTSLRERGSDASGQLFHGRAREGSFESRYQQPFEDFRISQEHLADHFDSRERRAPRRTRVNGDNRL
# Tn7 DDE FP: disrupts Tn7 cyclic peptide binding to fibrin D-Dimer-E complex; P02675; FP displacement of FITC-Tn7 peptide from fibrin DD(E); 0% = median of compound wells per plate; inhibition, % at 8.3 µM; 0.13% of 370,000 active;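 active means inhibition above the mean of compounds falling within the control limits plus 3 SD of them, cut at about 14% in these data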;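 further: 0% = plate median of compound wells and 100% = 10 µM Aha-Tn7 peptide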
#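 Assay system: Human clot-derived fibrin DD(E) complex | Buffer or medium: Tris/NaCl/CaCl2 buffer, pH 7.8 | Repeats: One replicate per compound | Benchmarks: Aha-Tn7 high control | Measure: % inhibition scaled between sample-field median and high-control FP | Schedule: 10 min plus 3 h, room temperature | Signal: Fluorescence polarization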
# KLK7 zymogen act: activators of human kallikrein-7 zymogen. purified proKLK7, EDANS-DABCYL substrate fluorescence; 100% is mature enzyme control, 0% vehicle. activation, % at 7 µM. 0.9% of 370,000 active. AID 652039;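 active means activation above the mean of all tested compounds plus 3 SD, computed per campaign excluding outliers beyond control limits, cut at about 13% in these data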
# ASAP1 inh: blocks human ASAP1-stimulated Arf1 GTP hydrolysis. Q9ULH1. GDP FP detection. inhibition, % at 16.5 µM. 0.19% of 360,000 active. AID 624377; in the data active means inhibition above about 25%;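 further: 0% = vehicle with enzyme and substrate and 100% = no enzyme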
# * hit, by the source's call; i = inactive; nt = no result given.
# Every second line gives: ADAM17 inh, Tn6 DDE FP, PLC-gamma1 inh, Tn7 DDE FP, ASAP1 inh, KLK7 zymogen act, ADAM10 inh, TDP2 absorb, LEDGF integ inh, ARFGAP1 inh
N/C(Cn1cncn1)=N\NC(=O)C(=O)Nc1ccc(Cl)cc1Cl
 : -0.9, 4.2, -0.6, -4.2, -9.8, -0.5, 1.5, -1.5, 6.7, 3.7
O=C(NCCN1CCNCC1)c1ccccc1O
 : -35.0, 2.8, -13.3, -5.8, -2.7, -5.6, -90.6, -7.9, -0.6, 6.7
CCN(CC)C(=O)Nc1c(C)n(C)n(-c2ccccc2)c1=O
 : -1.8, -1.4, 2.6, 2.3, 2.4, 0.0, 0.4, 3.5, -3.4, 9.0
Cc1ccc(S(=O)(=O)CCc2ccccn2)cc1
 : 1.9, 1.9, 4.2, -5.1, 6.4, -0.9, 2.9, 3.1, 1.0, 5.7
CCC(C)N(C)Cc1cccc(C2(O)CCN(S(=O)(=O)c3ccc(F)c(C)c3)CC2)c1 (configuration not stated)
 : -4.0, 2.7, -2.0, 11.1, -3.0, 0.8, -5.0, -3.5, -2.7, 0.0
COc1ccccc1CNC(=O)NCCCN1CCN(c2ccc(F)cc2)CC1
 : 0.6, -3.5, 1.7, -2.7, nt, -0.4, -11.8, -3.4, -3.0, nt
CC(C)(C)OC(=O)N1CCC(C(=O)NNC(=O)c2ccc(Cl)cc2Cl)CC1
 : -0.9, 4.4, 3.0, 5.8, -1.2, 0.3, 4.0, -4.5, -6.4, -2.8
COc1ccc(OC)c(NC(=O)CSc2ccccc2)c1
 : 1.9, 0.9, 1.0, 4.7, -13.1, -0.6, 2.6, -1.8, 1.2, 1.5
CCN(CC)C(=O)Cn1c(=O)oc2ccccc21
 : -0.2, 2.3, 0.6, -0.7, -2.4, 0.1, -6.9, 13.2, -1.5, -0.9
C[C@H](CO)N1C[C@H](C)[C@@H](CN(C)C(=O)NC2CCCCC2)OCc2cn(nn2)CCCC1=O
 : -3.5, -1.4, 0.3, 4.9, 11.1, -0.4, -17.2, 3.3, -1.6, 5.6
O=C(CCc1nc(-c2ccccc2)no1)NC1CCCCCC1
 : -0.5, -3.9, -5.0, 3.4, 2.0, -0.2, -11.8, 3.1, -5.5, -11.0
Cc1ccc(OCc2nnc(SCC(=O)c3cccc([N+](=O)[O-])c3)n2C)cc1
 : 2.9, 2.3, 1.0, 3.1, 11.6, 0.2, 3.0, -1.9, -1.2, 4.5
COc1ccc(CNC(=O)c2ccc(NC(=O)CC3SC(N4CCCCC4)=NC3=O)cc2)cc1 (configuration not stated)
 : -0.6, -0.1, -1.7, -5.2, 9.5, 0.6, 7.3, -0.1, 2.2, 9.2
O=C(Nc1ccc(N2CCCC2)cc1)c1cc(Cl)ccc1Cl
 : 1.3, -8.1, -4.7, -1.9, 11.2, -0.5, -1.5, -0.2, 5.0, 11.8
Cc1cccc(C(=O)OCC(=O)NC(=O)NCc2ccccc2)c1
 : -10.0, -7.2, -0.5, 7.5, -3.4, -0.6, -8.9, -3.2, -6.0, 17.5
CCc1cc2c3c(c(=O)oc2cc1OCC(=O)OC)CCCC3
 : -25.4, -5.7, -5.4, -3.4, 5.7, 0.2, -69.7, 1.5, -5.2, -5.9
COc1ccc2cc(/C=N/NC(=O)CSCc3ccc([N+](=O)[O-])cc3)c(Cl)nc2c1
 : -7.2, 9.0, -20.7, -0.9, -9.6, -1.2, -19.4, -11.0, -1.0, -2.5
CCOC(=O)c1ccc(NC(=O)NC2=NCCS2)cc1
 : 2.5, -1.4, 6.0, 0.8, -17.0, -0.4, 4.8, -4.1, 5.1, -6.2
CCOC(=O)N1CCN(C2CC(=O)N(c3ccccc3)C2=O)CC1 (configuration not stated)
 : -1.4, 3.6, 1.8, 0.4, -1.3, 0.6, -8.0, 1.5, -1.4, -13.1
Cn1c(=S)[nH]c2ccccc21
 : 1.4, 9.1, -1.2, 2.0, 0.5, 0.2, -7.9, 3.0, -1.6, -0.7
Oc1ccc(C=Nc2ccccc2-c2nc3ccccc3[nH]2)c(O)c1
 : i, 2.5, i, -2.4, 1.4, 37.8*, i, -0.3, 2.5, 7.3
Cc1ccccc1NC(=O)c1ccc(NS(=O)(=O)c2cc(C(C)(C)C)cc(C)c2C)cc1
 : -3.0, -4.5, 8.6, -10.7, 2.9, 0.0, 15.5, -15.3, 3.6, 5.3
CNC(=O)C1=C(C)NC(=S)NC1c1cc2c(cc1OC)CCCC2 (configuration not stated)
 : -0.6, 2.2, -0.8, 4.4, -1.2, -0.5, -2.2, 15.0, 0.2, 5.1
Cc1c(C(=O)N2CCCCC2)c(S(=O)(=O)NCc2ccc(Cl)cc2)c(C)n1C
 : 2.2, 10.7, 2.0, 2.5, 5.3, 0.3, -3.0, 0.3, 2.7, -5.5
CC(NS(=O)(=O)/C=C/c1ccccc1)C(=O)O (configuration not stated)
 : 6.0, -2.9, -1.5, 4.4, -1.1, -0.2, 1.4, -15.0, 4.1, 5.6
O=C(O)CSc1sc(=S)sc1SCC(=O)O
 : 0.5, 5.7, 4.9, 2.0, -7.9, 0.1, 7.5, 2.2, 1.4, 3.9
COc1cccc(NC(=S)NC(C)c2ccc(OC)c(OC)c2)c1 (configuration not stated)
 : -2.8, 5.8, -0.8, 6.1, 3.9, 0.3, -2.0, 7.1, 1.8, 6.6
Cc1csc(SCC(=O)NC(=O)C2CCCCC2)n1
 : -0.5, -0.8, 1.7, -3.5, 2.1, 0.3, -3.9, 0.8, -1.3, -2.1
CC(C)(C)c1ccc(CCC2OCC(CN3CCOCC3)O2)cc1 (configuration not stated)
 : -4.6, 12.5, -1.5, 1.4, -16.2, -0.2, 0.9, -8.1, -0.8, -10.5
CC(C)C(c1nnnn1Cc1ccc(F)cc1)N1CCN(C(=O)c2ccco2)CC1 (configuration not stated)
 : -1.0, -3.7, -1.4, -0.8, 21.1, 0.1, -1.8, 4.3, 0.1, -3.4
Cc1cccc(N2CCN(C(=O)COc3cc(=O)n(C)c4ccccc34)CC2)c1C
 : -0.9, -6.5, 0.5, 6.8, 2.2, 1.0, -6.7, -5.8, 0.5, -3.3
O=C(NNc1nc2cc3c(cc2s1)OCCO3)c1ccc(F)cc1
 : -4.0, -3.3, -0.6, -4.3, -2.1, 0.3, -7.9, 0.5, 0.9, -8.0
CC(=O)c1cn(CC(=O)Nc2ccccc2C(F)(F)F)c2ccccc12
 : -3.6, -6.8, 2.7, 4.8, 10.1, -0.3, 6.6, 1.7, -4.2, -3.4
Cc1cccc(C)c1-n1nnnc1C(CCc1ccccc1)N1CCN(C/C=C/c2ccccc2)CC1 (configuration not stated)
 : -4.3, 2.8, 1.1, 2.6, -3.2, -0.7, -3.7, -1.4, 2.9, 2.1
COc1cc(CCC(=O)OCC(=O)Nc2ccccc2F)cc(OC)c1OC
 : -3.3, 2.0, 0.5, 3.7, -6.3, -0.7, -0.8, -14.6, -0.8, 0.1
CCN(CC)CCOC(=O)C12CC3CC(CC(C3)C1)C2
 : -1.7, 1.7, 0.3, 4.5, 0.4, -0.6, -1.0, -1.4, -2.3, -9.7
CC1CCN(C(=O)C2CCCN(S(C)(=O)=O)C2)CC1 (configuration not stated)
 : -1.2, 2.4, -0.6, -11.0, -1.9, 0.0, -5.8, 0.7, 4.7, 1.8
CC(=O)c1ccc(NC(=O)c2cc3ccccc3o2)cc1
 : -0.7, 2.6, -3.1, -2.4, -11.7, 0.7, -9.2, -12.3, -1.7, -2.3
COCCCNC(=S)NC1CCCCC1
 : 2.5, 5.2, -0.2, 2.8, 3.0, -0.1, -2.9, 7.8, -0.5, 2.3
COc1ccc(CCNC(=O)Cn2c(=O)n(-c3cc(F)ccc3F)c(=O)c3sccc32)cc1OC
 : 0.4, 1.5, 6.7, 2.7, -6.4, 0.2, 9.6, -0.1, 5.3, 6.1
O=C(O)c1cc(S(=O)(=O)N(Cc2ccccc2)c2ccccc2)ccc1Cl
 : -7.7, -3.0, -4.6, 0.5, 2.5, 0.4, 2.0, 10.9, -1.1, -2.3

# An unsorted share of the library. Share with any hit: about 4.2%.
